WT yeast gro inh: growth inhibition of WT strain, primary screen, mitochondrial fusion inhibitor project, WT and mutant strains, chemical genetic; mitochondrial fusion phenotypic screen; inhibition, % at 10 µM; 190,000 tested, 2.1% active; AID 1362, 2008; in the data active means inhibition above about 58%; tested in S. cerevisiae
MT stabilize HCS: microtubule stabilizers in HeLa cells, primary screen, imaging, high-content imaging; HeLa tubulin immunostaining HCS, 24 h; share of cells brighter than vehicle mean+2SD; % tubulin-high responders, % at 10 µM; 200,000 tested, 0.83% active; AID 2205, 2009;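 active means plate Z-score above 3 for both tubulin-high and condensed-nucleus cell shares, with cell loss under 80%, at 10 µM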;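 further: anti alpha tubulin signal scored within the nucleus-defined area of each cell; some results filed as inactive read as strong as hits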
Yfh1-depleted yeast: enhancers of respiration in Yfh1-depleted yeast, dose response, Friedreich's ataxia, plus single-dose screen (AID 1465). S. cerevisiae Yfh1-off respiration, WST-1 reduction, 72 h; higher fold induction means a stronger effect. one-dose fold induction at 50 µM; EC50 in µM for titrated hits. 220,000 tested, 0.074% active;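 active means fold induction of absorbance versus untreated yeast above a set limit, then at least 30% activation at any dose in follow-up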;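 further: activators that raise dye reduction in frataxin-depleted yeast; strong numbers were not always called active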
bCat nuc transl: modulators of beta-catenin nuclear translocation, primary screen, imaging, HeLa cells, immunofluorescence, high-content | nuclear translocation activity, % at 5 µM | 190,000 tested, 0.3% active | AID 1665, 2009;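 active means nuclear translocation activity above 50% at 5 µM, with a well cell count of 50 or more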;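 further: per-cell ratio of nuclear to cytoplasmic median beta-catenin stain intensity; plate controls were DMSO negative control for no effect and GSK-3 inhibitor IX positive control for full effect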
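assay system = human HeLa cells, endogenous beta-catenin | times = compound treatment 24 h, 37°C, 5% CO2 | detection = Anti-beta-catenin immunofluorescence on PFA-fixed, Triton-permeabilized cells, DAPI nuclei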
Autophagy mod: autophagy modulators in MEF cells, primary screen, imaging, high-content, MEF GFP-LC3; 190,000 tested, 0.98% active; MEF GFP-LC3 puncta imaging; test concentration mostly 10 µM; calls only at 10 µM (by protocol);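 active means percentage of spot-positive cells more than 3 SD above its plate mean, without a fluorescence outlier flag or 80% toxicity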;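 further: spot-positive cell cutoff set from DMSO-treated cells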
M17LAP inhibition: P. falciparum M17LAP inhibitors, primary screen, biochemical, fluorogenic H-Leu-NHMec substrate, 1536-well (AID 1619); recombinant M17LAP, H-Leu-NHMec fluorogenic kinetic assay; higher % means a stronger effect; 220,000 tested, 0.38% active; inhibition, % at 30 µM; hits with a dose series show IC50 in µM; Leucine aminopeptidase (Plasmodium falciparum (isolate 3D7));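 active means compound inhibiting the enzyme by more than half at any dose during confirmatory dose-response retesting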;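 further: plate controls were full reaction with DMSO carrier for no effect and no enzyme background for full effect; strong numbers were not always called active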
T cell modulator: modulators of CD8 T cell-vesicle binding, primary screen, mouse 2C CD8+ T cells, flow cytometry. AID 2052, 2009. calls only at 7 µM. 2C CD8+ T cell-vesicle binding; hits give low values. 330,000 tested, 0.068% active;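 active means response, share of CD8 T cells binding vesicles, and their 90th percentile fluorescence all below set limits, cut at about 80% in these data, passing the limit was not always enough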
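Material: murine 2C transgenic CD8+ T lymphocytes / Also added: QL9-peptide-loaded Drosophila micro-vesicles bearing Ld, ICAM-1 and B7-1 / Schedule: binding step 1.5 h, 37 °C, antibody labelling 20 min, ice / Signal: flow cytometry, PE anti-B7-1 (FL2) versus Alexa647 anti-CD8 (FL8), PFA-fixed / Evaluation: percent CD8+ FL2 mean versus row control / Benchmarks: naked versus QL9-loaded vesicles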
M1AAP inhibition: P. falciparum M1AAP inhibitors, biochemical, fluorogenic H-Leu-NHMec substrate, 1536-well (AID 1445); inhibition, % at 30 µM, or IC50 in µM where a hit was titrated; 220,000 tested, 0.42% active; recombinant M1AAP, H-Leu-NHMec fluorogenic kinetic assay; higher % means a stronger effect; Aminopeptidase N (Plasmodium falciparum (isolate 3D7));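 active means primary inhibition above the hit cutoff, then over 50% inhibition at one or more dose response concentrations, cut at about 23% in these data, passing the limit was not always enough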;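 further: plate controls were DMSO full reaction for no effect and no enzyme background for full effect; strong numbers were not always called active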
Dynein cargo inh: inhibitors of GR-EGFP nuclear translocation, primary screen, dynein cargo transport inhibitor project, imaging, high-content, 3617.4 mouse cells; test concentration mostly 20 µM; stimulated with dexamethasone, 1 µM; hits give low values; z-score, hits read low; 220,000 tested, 0.47% active;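 active means plate z-score of nuclear minus cytoplasmic receptor signal below a set negative limit, without overly bright fluorescence or cell loss, cut at about -3.5 in these data, passing the limit was not always enough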;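 further: z-score of nuclear minus cytoplasmic ring GR-EGFP intensity difference per well; some compounds called inactive have numbers as strong as hits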
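Medium: Induction medium lacking tetracycline, stripped serum | Probe or stimulus: 1.0 µM final dexamethasone stimulus | Schedule: 48 h induction, then 1 h compound, then 30 min agonist, 37 °C | Signal: Automated 10x imaging of fixed Hoechst-stained cells | Evaluation: Per-cell GR-EGFP intensity, nucleus versus surrounding cytoplasmic ring, well-averaged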
WT yeast gro inh mutant strain: second read-out of WT yeast gro inh, no call of its own (marks repeat the call); inhibition, %; mitochondrial fusion phenotypic screen, mutant strain inhibition
Dynein cargo inh cytoplasmic EGFP: second read-out of Dynein cargo inh, no call of its own (marks repeat the call); z-score; measured here: cytoplasmic GR-EGFP intensity; hits give high values
Dynein cargo inh nuclear GR-EGFP: also measured in Dynein cargo inh; calls as there; z-score; measured here: nuclear GR-EGFP intensity;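 lower value marks the stronger effect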
Dynein cargo inh cell count: also measured in Dynein cargo inh; calls as there; z-score; measured here: cell count per field
bCat nuc transl cell count 5 µM: also measured in bCat nuc transl; calls as there; cell count; measured here: cell count, cytotoxicity flag
T cell modulator vesicle-bound %: further read-out of T cell modulator, marked with its call; double positive events, %; measured here: CD8+ vesicle-bound cell fraction;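 binding gate set so that unloaded-vesicle control wells show 10% double positive cells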
MT stabilize HCS Hoechst-high %: further read-out of MT stabilize HCS, marked with its call; % Hoechst-high responders; measured here: nuclear condensation Hoechst responders;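 share of cells brighter than vehicle mean plus two SD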
MT stabilize HCS cytotoxicity %: second read-out of MT stabilize HCS, no call of its own (marks repeat the call); toxicity, %; measured here: cytotoxicity by cell density;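 0% = mean cell density of plate MIN control wells and 100% = no cells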
Autophagy mod cell loss 18 h: further read-out of Autophagy mod, marked with its call; toxicity, %; measured here: cell loss, nuclei count;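 cell loss after 18 h compound exposure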
Numbers without * were called inactive; i = inactive; . = no result given.

SMILES	WT yeast gro inh	WT yeast gro inh mutant strain	MT stabilize HCS	MT stabilize HCS Hoechst-high %	MT stabilize HCS cytotoxicity %	Yfh1-depleted yeast	bCat nuc transl	bCat nuc transl cell count 5 µM	Autophagy mod	Autophagy mod cell loss 18 h	M17LAP inhibition	T cell modulator	T cell modulator vesicle-bound %	M1AAP inhibition	Dynein cargo inh	Dynein cargo inh cytoplasmic EGFP	Dynein cargo inh nuclear GR-EGFP	Dynein cargo inh cell count
Cc1ccc(-c2cc(C(=O)Nc3ccc(S(=O)(=O)Nc4onc(C)c4C)cc3)[nH]n2)c(O)c1	.	.	.	.	.	i	-0.7	1410	.	.	7.4%	i	56.0	11.3%	0.207	-0.193	0.124	-0.329
CN(C)/C=C1\C(=O)N(c2ccc(Oc3ccccc3)cc2)CS1=O (stereo unspecified)	10.5	-9.4	1.2	1.9	6.4	i	-0.1	1361	i	-5.4	22.9%	i	53.3	2.0%	0.65	-0.2	0.846	0.452
Cn1c(CCN2CCCCC2)nc2cc(NC(=O)C3CCCCC3)ccc21	-6.2	-7.8	1.6	1.6	4.0	i	-1.7	889	i	-16.8	-12.0%	i	22.8	-2.5%	0.275	-0.117	0.973	-0.49
Cc1cccc(C)c1NC(=O)COC(=O)c1nonc1N	-14.3	10.1	1.2	2.5	8.0	i	0.7	1067	i	0.1	0.4%	i	28.6	6.1%	0.242	-0.201	0.322	-0.2
O=C(O)C1CCN(Cc2cccnc2)CC1	8.8	-0.9	2.4	3.3	7.2	i	-0.9	1066	i	-8.9	-5.3%	i	41.7	3.3%	-0.268	-0.39	0.347	-0.182
O=C(/C=C/c1ccc2ccccc2n1)N1CCN(S(=O)(=O)c2ccccc2F)CC1	.	.	.	.	.	i	0.2	1288	.	.	8.3%	i	33.2	2.0%	-1.49	-0.0534	-0.644	0.784
COCCCNC(=O)[C@H](CSCc1ccccc1)N1Cc2ccccc2C1=O	.	.	.	.	.	i	-2.1	1288	.	.	1.3%	i	34.5	5.9%	-0.527	-0.265	0.519	-0.0236
N#CCC(=O)N/N=C/c1cn(Cc2ccc(Cl)c(Cl)c2)c2ccccc12	.	.	.	.	.	i	-2.5	1068	.	.	2.9%	i	24.2	3.4%	0.759	-0.163	0.153	-0.858
O=C(COC(=O)c1cc(-c2ccco2)nc2ccccc12)NCc1ccccc1	-1.4	0.3	1.0	1.1	7.0	i	.	.	i	-14.4	10.8%	i	28.8	11.4%	0.502	-0.275	0.276	-0.215
CC(NS(=O)(=O)c1ccc(F)cc1)C(c1cccs1)N1CCOCC1 (stereo unspecified)	14.8	-0.9	1.9	1.6	7.0	i	-0.1	505	i	24.9	11.3%	i	55.8	2.1%	1.84	-0.095	2.41	-1.73
Nc1ccc(N2CCOCC2)cc1C(F)(F)F	-1.7	-13.3	1.2	2.6	4.6	i	0.7	1579	i	8.3	-1.5%	i	32.2	0.2%	-0.555	-0.186	-0.411	-0.292
CN=C(c1ccc([N+](=O)[O-])cc1)N1CCCCC1	-13.2	1.8	2.8	1.4	7.2	i	-1.9	1038	i	64.3	-7.8%	i	24.1	3.9%	-0.961	-0.316	-0.396	1.17
O=C(NCCc1ccccc1)C(=O)NCc1ccncc1	-15.9	-7.8	2.4	3.0	3.1	i	.	.	i	-10.6	1.5%	i	47.7	-2.3%	-0.671	-0.183	-0.573	0.615
Cc1ccc2nc(N3C(=O)CNC3=S)sc2c1	.	.	.	.	.	i	-1.5	948	.	.	7.4%	i	28.0	-2.9%	-0.169	-0.274	-0.121	0.757
FC(F)(F)c1nc2cc3nc4ccccc4[nH]c3cc2n1	.	.	.	.	.	i	-0.6	1289	.	.	4.5%	i	38.1	8.6%	0.172	-0.216	0.175	0.353
O=C(NCc1ccc(Cl)cc1)c1ccc(-c2ccccc2C(F)(F)F)o1	12.9	-12.2	4.3	2.1	9.8	i	.	.	i	-6.4	9.7%	i	35.4	10.6%	-0.77	-0.312	-0.0819	1.45
O=C(N/N=C/c1ccco1)c1cc(-c2ccc(Br)s2)[nH]n1	.	.	.	.	.	i	-0.5	1312	.	.	-14.7%	i	43.8	7.0%	1.03	-0.0136	0.665	-0.652
CC(=O)Nc1ccc2c(c1)nc1n2CCN(C2CCCCC2)C1	-4.3	8.9	1.0	1.3	5.1	i	1.4	1468	i	3.8	-33.5%	.	.	-0.3%	-0.258	-0.268	-0.186	0.333
Nc1sc(-c2ccccc2)c(Cc2ccccc2)c1C(=O)O	23.9	1.5	1.8	1.9	4.4	i	-0.7	1063	i	15.3	19.8%	i	57.3	10.6%	0.17	-0.257	0.0098	1.2
CCOC(=O)c1c(-c2ccc(OC)cc2)csc1/N=C/N(C)C	-2.2	0.3	7.9	9.2	4.2	i	4.8	615	i	5.9	24.4%	i	36.5	3.5%	-0.08	-0.242	0.117	0.368
CCOC(=O)c1cnc(-n2nc(C)cc2C)nc1N1CC(C)OC(C)C1 (stereo unspecified)	.	.	1.8	2.7	14.5	i	.	.	i	8.3	.	i	22.1	.	-0.987	-0.217	0.111	0.496
Cc1cc(C)c(S(C)(=O)=O)c(=O)[nH]1	4.4	9.4	4.3	2.3	1.5	i	-0.9	997	i	8.6	1.9%	i	51.0	6.0%	0.296	-0.228	0.0878	0.16
COc1cccc(/C=N/NC(=O)C(=O)NCc2cccnc2)c1OC	5.3	-0.6	0.8	1.2	4.2	i	-1.6	995	i	15.4	.	i	19.5	.	-0.734	-0.271	-0.0191	0.598
CCN(c1ccccc1)S(=O)(=O)c1ccc(Cl)c(NC(=O)CSc2nnc(C)s2)c1	2.4	-13.5	7.4	1.1	11.3	i	0.2	1439	i	8.7	3.9%	i	23.8	0.7%	1.4	-0.315	1.33	-1.71
CCOc1ccc(N2CSC(=S)N(c3ccc(OCC)cc3)C2)cc1	.	.	.	.	.	i	1.2	1326	.	.	1.2%	i	32.8	0.3%	0.0948	-0.0764	0.0941	-0.383
Nc1nc2ccccc2n1/N=C/c1ccc([N+](=O)[O-])s1	15.0	15.1	2.8	1.6	10.2	i	0.1	895	i	6.7	-1.0%	i	40.0	3.9%	-1.57	-0.182	-0.476	1.53
Cc1ccc(S(=O)(=O)N2CCCC2C(=O)OCc2nc3sc(C)c(C)c3c(=O)[nH]2)cc1 (stereo unspecified)	10.7	-12.9	2.8	2.9	3.8	i	-1.5	538	i	2.2	4.8%	i	22.0	-0.2%	-0.626	-0.253	-0.706	1.17
Cc1ccc(Cl)cc1N1CCN(CC(=O)NC2CCCc3ccccc32)CC1 (stereo unspecified)	74.1*	7.4*	4.1	2.4	3.0	i	5.4	992	i	13.3	5.8%	i	54.4	4.7%	0.017	0.378	-0.209	-0.985
Cc1cccc(S(=O)(=O)c2c(N)n(-c3ccccc3)c3nc4ccccc4nc23)c1	-7.0	12.8	2.6	2.3	7.3	i	-1.0	984	i	11.8	2.4%	i	50.1	12.6%	-0.751	-0.212	-0.214	0.0799
O=C(CN1CCCCC1)Nc1ccc(N2CCCCCC2)cc1	-3.4	-8.0	2.0	1.3	6.6	i	1.7	1521	i	6.9	43.3%	i	37.3	3.9%	-0.191	-0.379	0.0177	0.944
COc1ccc(C(=O)N2CCN(C(=O)CC(C)C)CC2)cc1OC	21.8	-1.3	1.3	1.8	5.9	i	-6.7	1020	i	3.6	-2.0%	i	37.5	3.9%	-0.162	-0.208	-0.0238	1.07
Cc1ccccc1NCC(=O)N/N=C/c1c(C)c(C(=O)c2ccc(Cl)cc2)n2ccccc12	-0.5	22.6	4.9	4.9	1.0	i	0.8	1029	i	7.7	14.5%	i	25.4	3.9%	-0.734	-0.103	-0.683	0.587
Cc1ccc(C(=O)COC(=O)C2CC(=O)N(c3nc(-c4ccccc4)cs3)C2)cc1 (stereo unspecified)	11.1	13.0	2.5	1.6	2.9	i	.	.	i	-2.7	-6.4%	i	37.0	-6.3%	-0.298	-0.279	0.0456	0.77
O=C1NCCCC1C(=O)N1CCN(C(=O)c2ccco2)CC1 (stereo unspecified)	5.9	-0.4	3.5	2.3	4.2	i	-6.8	1067	i	11.9	3.4%	i	9.8	2.9%	-0.835	-0.272	0.236	0.305
Cc1c(-c2ccc(Br)cc2)nc2ccccn12	6.9	20.6	9.8	3.1	8.1	i	1.8	902	i	-1.3	5.1%	i	53.4	7.0%	0.487	-0.253	0.14	0.241
